Screening data as filed in PubChem.
SUMO1-SIM PPI: modulators of SUMO1 protein-protein interactions, primary screen, biochemical, uHTS; Small ubiquitin-related modifier 1 (Homo sapiens), P63165; 360,000 tested, 0.33% active; inhibition, % at 20 µM; SUMO1 binding to a labelled peptide, TR-FRET, 1 h; in the data active = inhibition above about 37%
Target sequence (P63165 whole entry, looked up): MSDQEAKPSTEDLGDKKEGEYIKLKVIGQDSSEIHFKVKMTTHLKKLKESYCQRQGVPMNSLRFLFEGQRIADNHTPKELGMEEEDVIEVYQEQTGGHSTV
MLLE-PAM2 inh: inhibitors of PABP1 MLLE–PAM2 peptide binding, primary screen, biochemical, fluorescence polarization, FITC-PAM2, GST-MLLE; Polyadenylate-binding protein 1 (Homo sapiens), P11940; inhibition, % at 20 µM; 360,000 tested, 0.36% active; in the data active = inhibition above about 35%, passing the limit was not always enough;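 note: plate controls were DMSO wells with GST-MLLE for no effect and wells lacking GST-MLLE protein for full effect; some results filed as inactive read as strong as hits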
Target sequence (P11940 whole entry, looked up): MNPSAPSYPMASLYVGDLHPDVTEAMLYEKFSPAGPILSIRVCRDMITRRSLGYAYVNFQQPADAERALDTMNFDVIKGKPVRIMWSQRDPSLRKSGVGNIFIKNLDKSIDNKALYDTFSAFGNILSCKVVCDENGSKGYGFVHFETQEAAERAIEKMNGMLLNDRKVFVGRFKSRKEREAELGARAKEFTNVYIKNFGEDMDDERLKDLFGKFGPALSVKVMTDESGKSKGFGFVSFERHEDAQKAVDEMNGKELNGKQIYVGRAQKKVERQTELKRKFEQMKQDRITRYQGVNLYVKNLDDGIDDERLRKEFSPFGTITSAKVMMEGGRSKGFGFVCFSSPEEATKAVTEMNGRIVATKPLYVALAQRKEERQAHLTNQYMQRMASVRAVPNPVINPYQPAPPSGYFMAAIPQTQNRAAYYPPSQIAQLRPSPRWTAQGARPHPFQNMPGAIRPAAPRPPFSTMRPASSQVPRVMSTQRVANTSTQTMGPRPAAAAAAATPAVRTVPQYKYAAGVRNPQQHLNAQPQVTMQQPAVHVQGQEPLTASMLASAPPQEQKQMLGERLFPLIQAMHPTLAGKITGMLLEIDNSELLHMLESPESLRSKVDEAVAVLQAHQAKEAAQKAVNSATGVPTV
Tb MetRS inh: T. brucei MetRS inhibitors, primary screen, biochemical, luminescence | methionyl-tRNA synthetase (Trypanosoma brucei brucei) | purified T. brucei MetRS, ATP depletion, Kinase-Glo luminescence | inhibition, % at 11.9 µM | 360,000 tested, 0.4% active | AID 624268, 2012;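 active = inhibition above a per-plate cutoff of the control wells' mean inhibition plus 3 SD, cut at about 5.5% in these data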;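 note: 0% = DMSO wells median and 100% = median of wells with control inhibitor compound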
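assay system = parasite MetRS enzyme | timing = 15 min preincubation, 2 h reaction, all 25 °C | evaluation = percent inhibition relative to median high and low control wells | medium = HEPES buffer containing pyrophosphatase, BSA, spermine, DTT | compound = single dose, 11.9 µM final nominal, 0.9% final DMSO | detection = Kinase-Glo luminescence, ATP depletion format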
Scp-1 inhibitor: Scp-1 phosphatase inhibitors, primary screen, biochemical, colorimetric, uHTS | inhibition, % at 20 µM | Carboxy-terminal domain RNA polymerase II polypeptide A small phosphatase 1 (Homo … | 340,000 tested, 0.88% active | Recombinant Scp1, phosphopeptide, malachite green phosphate absorbance;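 active = inhibition above about 50% at 20 µM, limit read from the data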;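 note: plate controls were DMSO wells with enzyme for no effect and wells lacking enzyme for full effect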
Target sequence (Q9GZU7 76-261 limits assumed): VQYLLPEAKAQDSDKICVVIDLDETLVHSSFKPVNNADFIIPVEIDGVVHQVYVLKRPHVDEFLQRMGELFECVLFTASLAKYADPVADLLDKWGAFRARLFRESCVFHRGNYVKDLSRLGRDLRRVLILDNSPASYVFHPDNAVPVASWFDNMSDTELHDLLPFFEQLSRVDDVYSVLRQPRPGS
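Test system – truncated SCP-1 phosphatase (76-261aa) · Reagent – Phosphorylated 17-residue peptide substrate · Incubation – 45 min room-temperature reaction, 5 min colour, 30 min stabiliser · Detection – colorimetric phosphate reagent with accelerator and stabiliser, absorbance at 630 nm · Measure – % inhibition at 20 µM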
CSN inh: inhibitors of CSN-mediated cullin deneddylation, primary screen, biochemical, fluorescence polarization, uHTS | COP9 signalosome complex subunit 5 (Homo sapiens), Q92905 | Purified CSN, SCF-Nedd8-OG deneddylation | inhibition, % at 12.5 µM | 360,000 tested, 0.38% active | AID 651999, 2013;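 active = pattern-corrected inhibition above about 35%, with an unprinted fluorescence ratio check between 0.5 and 1.5, limit read from the data, passing the limit was not always enough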;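 note: 0% = enzyme with substrate and 100% = substrate without enzyme; some results filed as inactive read as strong as hits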
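Assay system: purified human Csn5 enzyme expressed in HEK293T cells; measure: % inhibition; also added: SCFSkp2-Nedd8OG substrate at 10 nM final; technique: fluorescence polarization; times: reaction 90 min, room temperature; medium: Tris buffer pH 7.5, NaCl, DTT, Tween-20, trehalose, ovalbumin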
DNMT1 block: human DNMT1 methyltransferase inhibitors, primary screen, biochemical, molecular beacon, fluorescence, HinP1I cleavage, uHTS. inhibition (reported as % activation of signal), % at 10 µM. 360,000 tested, 0.83% active; in the data active = inhibition above about 50%
NadD inh: inhibitors of S. aureus NadD, primary screen, biochemical, colorimetric, uHTS. Nicotinate-nucleotide adenylyltransferase NadD (Staphylococcus aureus N315). purified NadD enzyme, colorimetric absorbance read-out. inhibition, % at 20 µM. 360,000 tested, 0.78% active; in the data active = inhibition above about 26%; note: some compounds past the cut are filed as inactive
STEP inh: STEP phosphatase inhibitors, primary screen, biochemical, fluorescence intensity, uHTS; Tyrosine-protein phosphatase non-receptor type 5 (Homo sapiens), P54829; inhibition, % at 20 µM; AID 588621, 2011; recombinant STEP, OMFP fluorogenic substrate; 360,000 tested, 0.25% active;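 active = inhibition at 20 µM, scaled per plate between control wells, above about 37%, limit read from the data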;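 note: 0% = DMSO with enzyme and substrate and 100% = substrate only without enzyme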
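Assay system: isolated STEP enzyme. Buffer or medium: pH 6.0 Bis-Tris with DTT and Tween 20. Also added: fluorogenic phosphatase substrate OMFP at 25 µM final. Dosing: 20 µM, 1% DMSO. Timing: 20 min reaction, room temperature, in the dark. Measured by: fluorescence intensity, excitation 480 nm, emission 540 nm. Evaluation: normalized % inhibition.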
LMPTP block: LMPTP phosphatase inhibitors, primary screen, biochemical, fluorescence intensity, uHTS. inhibition, % at 20 µM. AID 651560, 2012. recombinant LMPTP-A, OMFP fluorogenic substrate. Low molecular weight phosphotyrosine protein phosphatase (Homo sapiens), P24666. 360,000 tested, 0.22% active;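 active = compounds that cut the enzyme signal by at least half of the control window in the single-dose screen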;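 note: plate controls were DMSO wells with enzyme plus substrate for no effect and substrate without enzyme for full effect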
Target sequence (P24666 whole entry, looked up): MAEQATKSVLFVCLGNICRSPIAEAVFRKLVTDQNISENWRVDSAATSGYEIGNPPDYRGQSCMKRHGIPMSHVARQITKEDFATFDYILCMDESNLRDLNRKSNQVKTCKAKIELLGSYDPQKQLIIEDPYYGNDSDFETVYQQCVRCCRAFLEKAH
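material = LMPTP-A | quantity = 0.625 nM enzyme | reagent = OMFP substrate, 400 µM final | buffer or medium = Bis-Tris pH 6.0, DTT, detergent | detection = endpoint fluorescence intensity from OMFP dephosphorylation | dosing = single 20 µM dose | read-out basis = % inhibition relative to no-enzyme and uninhibited control wells | control set = no-enzyme and uninhibited controls | timing = 50 min at room temperature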
Rpn11 block: Rpn11 (PSMD14) deubiquitinase inhibitors, primary screen, biochemical, fluorescence polarization, uHTS; AID 588493, 2011; 360,000 tested, 0.59% active; human 26S proteasome, Ub4-pepOG fluorescence polarization; 20S core pre-blocked with epoxomicin; calls only at 20 µM;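 active = inhibition at 20 µM, scaled to each plate's controls, above about 33%, limit read from the data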
An asterisk follows results filed as active; i = inactive; nt = no result given.

Compound,MLLE-PAM2 inh,Tb MetRS inh,CSN inh,Scp-1 inhibitor,DNMT1 block,LMPTP block,Rpn11 block,NadD inh,SUMO1-SIM PPI,STEP inh
COc1cccc(C2C(C(=O)Nc3cccnc3)=C(C)Nc3nnnn32)c1OC (stereo not drawn),3.1,-0.3,2.3,0.4,1.5,-1.4,i,0.5,-1.8,3.8
CC1=C(O)C(=O)OC1c1c(Cl)cccc1Cl (stereo not drawn),2.5,-0.2,-1.2,-4.3,-0.6,-0.7,i,-7.6,2.0,-2.0
Cc1nc2scc(C)n2c(=O)c1S(=O)(=O)NCC1CCN(Cc2ccc(F)cc2)CC1,-5.4,-0.6,-1.0,2.9,1.2,-1.8,i,-3.7,-3.1,-1.7
O=C(NC(=S)Nc1ccc(N2CCOCC2)cc1)c1ccc(Cl)cc1,30.1,-0.8,3.5,-8.3,11.5,-0.4,i,-5.3,-3.9,-1.0
O=C(O)c1ccc(C(=O)c2ccc3c(c2)C(=O)N(Cc2ccco2)C3=O)cc1,-2.4,-0.1,5.3,3.5,6.0,-0.8,i,0.7,-14.4,1.1
CNC(C)C#Cc1ccc2c(=O)c3ccccc3oc2c1 (stereo not drawn),-26.6,-0.2,5.6,-3.8,-3.1,2.2,i,4.3,-15.6,-0.4
O=c1oc(-c2cccc(S(=O)(=O)N3CCOCC3)c2)nc2ccccc12,1.0,-0.8,2.1,-6.0,-3.1,-0.3,i,-6.4,6.8,-2.5
O=C(Nc1ccc(F)cc1)c1cccc(N2C(=O)C3C4C=CC(C5CC45)C3C2=O)c1 (stereo not drawn),10.1,0.3,-2.5,-12.7,-0.7,1.4,i,-9.2,3.9,0.7
CCn1c(CNC(=O)c2ccccc2Cl)cc2ccccc21,-9.3,-0.9,-1.0,-2.2,2.0,-0.3,i,-0.9,0.5,0.4
O=S(=O)(NCCc1ccccc1F)c1cccc(S(=O)(=O)N2CCOCC2)c1,3.1,-0.1,0.1,1.5,-0.1,-1.2,i,-6.4,0.5,-2.6

Compound,MLLE-PAM2 inh,Tb MetRS inh,CSN inh,Scp-1 inhibitor,DNMT1 block,LMPTP block,Rpn11 block,NadD inh,SUMO1-SIM PPI,STEP inh
CC(=O)c1cccc(NC(=O)CN2C(=O)C3C4C=CC(C4)C3C2=O)c1 (stereo not drawn),10.5,-0.2,2.4,0.2,50.1*,0.4,i,1.1,-2.4,-2.8
CC(C)Nc1ncnc2c1cnn2-c1ccccc1,-10.4,-0.1,3.2,4.1,-0.6,-0.8,i,-4.3,7.6,-2.0
CCC(=O)Oc1ccc2c(C)cc(=O)oc2c1C(=O)CC,-3.8,0.2,2.0,17.1,7.8,-0.3,i,-2.2,-6.6,1.5
NC(=O)Cn1nc(-c2ccccc2)nc1-c1ccccc1,5.3,-0.6,-0.6,-6.9,0.4,-0.1,i,4.6,-0.6,0.5
CC(C)N1CCC(N2CCN(CCCn3cccn3)CC2CCO)CC1 (stereo not drawn),-4.8,0.1,-3.5,0.3,-1.6,-4.4,i,-1.1,-1.3,-1.8
COc1ccc(C(=O)Oc2ccc(/C=N/NC(=O)c3cccnc3)cc2OC)cc1,2.7,-0.3,-4.8,40.5,-5.7,0.4,i,-5.6,-9.4,2.6
O=C1Nc2ccccc2C1Cc1ccccc1 (stereo not drawn),1.8,0.6,-2.9,-10.8,-0.3,0.9,i,4.2,-2.1,0.1
COc1cc2cccc(OC)c(=O)c2c(OC)c1OC,-2.9,-0.3,-0.7,1.4,-5.2,-0.8,i,1.4,3.5,2.8
COc1cccc(/C=C2\N=C(SC)SC2=O)c1OC,-1.4,-0.5,0.1,-18.8,1.1,1.9,i,-3.7,-1.4,-1.8
CCN(C[C@H]1N[C@@](Cc2ccccc2)(C(=O)OC)[C@H]2C(=O)N(C)C(=O)[C@@H]12)C(=O)Nc1ccc(F)cc1,-8.6,0.7,-2.8,-8.0,0.8,-0.9,i,-2.6,1.3,-4.9

Compound,MLLE-PAM2 inh,Tb MetRS inh,CSN inh,Scp-1 inhibitor,DNMT1 block,LMPTP block,Rpn11 block,NadD inh,SUMO1-SIM PPI,STEP inh
CCOC(=O)c1ccc(CNC(=O)Cn2nnc(-c3ccccc3)n2)o1,-6.7,0.1,-1.3,-4.6,1.1,-1.5,i,-3.7,3.9,1.5
COc1ccc(CS(=O)c2nc(C)cc(C)c2S(C)(=O)=O)cc1 (stereo not drawn),19.5,0.1,-5.2,-4.2,4.3,0.4,i,-5.2,-1.1,-2.6
CCCN1C2CCCC1CC(NC(=S)Nc1ccc(OC)cc1)C2 (stereo not drawn),-107.2,-0.4,8.5,2.0,5.0,-1.5,i,-1.1,2.3,7.0
O=S(=O)(Nc1nc2ccccc2nc1Cl)c1ccc2c(c1)OCCO2,0.7,0.0,6.4,0.9,0.3,0.4,i,-1.8,9.2,3.3
O=C(c1ccc2nc[nH]c2c1)N1CCN(c2ncc(C(F)(F)F)cc2Cl)CC1,-17.5,-0.5,4.7,18.8,1.6,4.7,i,-2.7,3.6,-0.9
COC(=O)c1ccc(NC(=O)CNc2ccccc2)cc1,-1.8,0.5,-5.2,-2.5,-1.6,-1.2,i,-4.2,-0.3,0.3
O=C(NCc1ccncc1)C1CCCN(S(=O)(=O)c2ccc(Br)cc2)C1 (stereo not drawn),17.8,-0.3,-2.4,-7.1,-0.4,-0.1,i,-2.3,-0.9,-1.8
CCOc1ccc(C(=O)c2cc([N+](=O)[O-])ccc2Cl)cc1,-7.0,-0.9,-4.1,-10.3,-3.6,0.4,i,-9.3,-19.2,7.3
CCOc1ccc(C(=O)Nc2cccc(C(=O)O)c2C)cc1Cl,6.9,0.2,-2.3,-5.5,-1.0,-3.5,i,-2.1,-0.4,0.6
Cc1ccccc1S(=O)Cc1ccc(C(=O)NCCN2CCOCC2)o1 (stereo not drawn),-6.6,0.1,-1.0,-6.2,2.3,-3.2,i,2.0,5.1,-1.1

Compound,MLLE-PAM2 inh,Tb MetRS inh,CSN inh,Scp-1 inhibitor,DNMT1 block,LMPTP block,Rpn11 block,NadD inh,SUMO1-SIM PPI,STEP inh
O=C1CC(c2ccco2)=Nc2ccccc2N1,-1.6,-1.1,-0.5,-0.4,0.7,-0.2,i,-5.2,-17.2,-2.0
CCOC(=O)c1ccccc1NS(=O)(=O)c1ccc(OC)cc1,-5.0,0.0,-3.5,-17.8,0.9,1.6,i,-5.1,0.8,0.8
CCC(CC)NC(=O)c1cc(S(=O)(=O)N2CCCCC2)ccc1N1CCOCC1,9.5,0.0,0.0,-6.5,-1.6,-1.0,i,-3.1,2.3,0.4
CC(c1cccnc1)N(CCN(C)C)C(=O)Nc1ccc(Cl)c(Cl)c1 (stereo not drawn),8.7,0.0,-3.0,-9.8,-0.7,-4.2,i,-7.2,-0.6,0.5
O=[N+]([O-])c1cccc(S(=O)(=O)NCC2CCCO2)c1 (stereo not drawn),2.1,-1.7,-6.2,6.8,11.6,-0.9,i,2.3,-12.2,-4.9
CCCCCC(=O)N1C[C@H](O)[C@@H](n2cc(-c3ccc(F)cc3)nn2)C[C@@H]1c1ccc(C)cc1,3.7,-0.9,6.4,nt,-12.9,0.6,i,6.7,2.8,2.5
COc1ccc(N2CCN(C(=O)c3cc(S(=O)(=O)N4CCCCCC4)ccc3OC)CC2)cc1,-2.1,0.2,-1.5,3.9,2.9,-0.2,i,5.0,-2.3,2.0
COCCOC1CCN(C(=O)C2CCC(=O)N(CCc3cccc(F)c3)C2)CC1 (stereo not drawn),5.3,-0.3,-1.9,-5.5,2.9,-0.6,i,-4.8,3.2,1.6
O=C(COc1ccccc1)Nc1c2c(nn1-c1ccc(F)cc1)CS(=O)C2 (stereo not drawn),10.6,0.1,2.6,nt,3.2,-1.7,i,-3.2,3.5,-1.6
COc1cccc(C2C(C#N)=C(N)N(N(C)C)C3=C2C(=O)CCC3)c1OC (stereo not drawn),3.1,-0.5,6.0,-3.4,-0.4,-0.8,i,0.5,-0.8,-4.4

The final three compounds of the part above come first, to join the parts.
Compound,MLLE-PAM2 inh,Tb MetRS inh,CSN inh,Scp-1 inhibitor,DNMT1 block,LMPTP block,Rpn11 block,NadD inh,SUMO1-SIM PPI,STEP inh
COCCOC1CCN(C(=O)C2CCC(=O)N(CCc3cccc(F)c3)C2)CC1 (stereo not drawn),5.3,-0.3,-1.9,-5.5,2.9,-0.6,i,-4.8,3.2,1.6
O=C(COc1ccccc1)Nc1c2c(nn1-c1ccc(F)cc1)CS(=O)C2 (stereo not drawn),10.6,0.1,2.6,nt,3.2,-1.7,i,-3.2,3.5,-1.6
COc1cccc(C2C(C#N)=C(N)N(N(C)C)C3=C2C(=O)CCC3)c1OC (stereo not drawn),3.1,-0.5,6.0,-3.4,-0.4,-0.8,i,0.5,-0.8,-4.4
CC(=O)c1cccc(OCc2cc(C(=O)NC(C)Cc3cccnc3)no2)c1 (stereo not drawn),2.7,-0.2,3.8,4.0,0.3,-0.8,i,-5.4,1.2,-1.7
COC(=O)c1cc2sccc2n1CC(=O)N(C)c1ccccc1,-12.2,-0.6,-1.6,-6.0,-2.4,-0.7,i,3.1,-1.9,1.0
CCOC(=O)C(C(=O)NCC1CCCO1)C1CCCCC1 (stereo not drawn),-3.7,-2.0,3.8,-2.2,4.8,-1.8,i,-2.6,0.0,-2.0
O=C(NCCCN1CCCC1=O)c1cn(-c2ccccc2)nc1-c1ccccc1,-0.3,-0.4,-3.0,-4.2,0.6,-2.6,i,-5.5,-6.3,0.8
O=C(NCc1ccc(F)cc1)C1CCCN(S(=O)(=O)c2cccc3nonc23)C1 (stereo not drawn),-5.5,-1.8,-4.5,1.1,-1.8,1.1,i,-2.5,-14.2,-0.6

Compounds as they come. About 3.6% of those tested had a hit in this group.
